# aSyn yeast inh: inhibitors of alpha-synuclein toxicity in yeast; Yeast expressing alpha-synuclein, growth rescue, BacTiter-Glo, 24 h; Potency, µM (series often up to 46.1 µM), for the others: at the highest dose growth rescue (activation), usual class: activators; actives 0.14% (n = 370,000); AID 652106; note: % of control where 0% means no effect; nearly all actives have a fitted effect of over 65% in size
#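 Rescue of yeast growth: cells expressing toxic alpha-synuclein, induced in galactose at OD600 0.02, incubated with compound 24 h at 30 C. ATP luminescence quantified growth; inhibitors of toxicity appear as activators.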
# PTHR1 ag: agonists of human PTHR1 parathyroid hormone receptor; Potency, µM (series often up to 115 µM), inactives show at the highest dose activation, most hits filed as activators; actives 0.075% (n = 410,000); Q03431; HEK293 GP2 PTHR1 cells, GloSensor cAMP luminescence, 1 h; note: nearly all actives have a fitted effect of over 55% in size; some results filed as inactive show a strong effect at the top dose; inactives centre near -15; many of its hits are not listed in these tables
# Target sequence (Q03431 whole entry, looked up): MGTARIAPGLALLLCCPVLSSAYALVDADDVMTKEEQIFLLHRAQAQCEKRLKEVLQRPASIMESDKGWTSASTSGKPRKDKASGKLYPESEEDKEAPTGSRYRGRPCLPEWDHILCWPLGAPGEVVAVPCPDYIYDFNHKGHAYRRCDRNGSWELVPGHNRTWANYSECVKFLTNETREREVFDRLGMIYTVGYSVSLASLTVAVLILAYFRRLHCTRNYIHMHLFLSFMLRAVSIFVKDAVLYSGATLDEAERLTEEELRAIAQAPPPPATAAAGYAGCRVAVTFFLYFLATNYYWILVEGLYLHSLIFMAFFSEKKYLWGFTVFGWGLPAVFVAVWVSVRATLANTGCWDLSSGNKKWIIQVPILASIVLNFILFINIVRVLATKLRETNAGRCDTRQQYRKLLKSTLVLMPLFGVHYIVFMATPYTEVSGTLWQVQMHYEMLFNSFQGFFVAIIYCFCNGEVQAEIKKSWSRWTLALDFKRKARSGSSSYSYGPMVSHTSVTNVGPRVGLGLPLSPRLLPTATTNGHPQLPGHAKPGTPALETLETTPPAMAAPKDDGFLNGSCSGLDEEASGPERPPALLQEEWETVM
#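 HEK-293-derived GP2 cells expressing PTHR1 and a GloSensor cAMP reporter, 3,000/well, plated overnight, given luciferin plus IBMX (each 0.5 mM as added) for 1 h at 37 °C, then compound for 1 h at 37 °C. Luminescence was read after 15 min at room temperature.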
# TDP-43 yeast inh: inhibitors of TDP-43 toxicity in yeast; actives 1.8% (n = 410,000); TDP-43 expressing yeast growth rescue, BacTiter-Glo, 24 h; Potency, µM (series often up to 46.1 µM), for the others: at the highest dose growth rescue (activation), most hits filed as activators; note: % of control where 0% means no effect; nearly all actives have a fitted effect of over 50% in size
#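 Yeast expressing TDP-43 (pregrown in raffinose, seeded at OD600=0.02 in galactose medium) exposed to compounds 24 hr at 30 deg C. Growth read by BacTiter-Glo luminescence; rescue of toxicity appears as increased signal.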
# EPAC1 agonist: activates human EPAC1 exchange factor; O95398; EPAC1 agonist qHTS, biochemical assay; response scale: 100% = response to 6.5 mM cAMP; actives 0.073% (n = 360,000); Potency, µM (series often up to 154 µM), inactives show at the highest dose activation, actives largely listed as activators; AID 720707; note: nearly all actives have a fitted effect of over 60% in size
#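 Normalized to 6.5 mM cAMP, activity reflects EPAC1-catalysed release of BODIPY-GDP from Rap1B, followed kinetically over 30 min at 480 nm excitation, 540 nm emission. Reaction contained 100 nM EPAC1, 250 nM Rap1B-BODIPY-GDP, 50 uM GDP.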
# FUS yeast rescue: suppressors of FUS proteinopathy in yeast; Potency, µM (titrated, usually from 76.6 µM), inactives show at the highest dose growth rescue (activation), actives largely listed as activators; actives 0.24% (n = 390,000); S. cerevisiae FUS-expressing, growth rescue, OD600, 24 h;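 note: plate controls were DMSO vehicle for no effect and reference control for full effect; nearly all actives have a fitted effect of over 55% in size; some results filed as inactive show a strong effect at the top dose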
#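 Steps: raffinose overnight preculture; dilution to OD 0.005 in 2% galactose minimal medium; compound addition (concentration series); 24hr at 30C, 99% humidity; absorbance read at 600 nm.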
# EPAC2 antagonist: blocks human EPAC2 exchange factor | Q8WZA2 | EPAC2 GEF exchange of Rap1B-BODIPY-GDP, fluorescence | Potency, µM (highest dose often 114 µM), inactives show at the top dose activity, negative = inhibition, actives largely listed as inhibitors | actives 0.18% (n = 360,000) | AID 720708; note: % is set by controls: 0 for no effect and ±100 for the full control effect; nearly all actives have a fitted effect of over 45% in size; many of its hits are not listed in these tables
# EPAC1 antagonist: blocks human EPAC1 exchange factor. O95398. EPAC1 GEF assay, Rap1b-BODIPY-GDP exchange fluorescence. Potency, µM (top dose mostly 115 µM), without a hit: at the top dose activity change, negative = inhibition, usual class: inhibitors. actives 0.14% (n = 360,000). AID 720709;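 note: plate controls were vehicle for no effect and positive control for full effect; nearly all actives have a fitted effect of over 50% in size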
# EPAC2 ag: activates human EPAC2 exchange factor; Q8WZA2; EPAC2 activation, biochemical qHTS; response scale: 100% = 6.5 mM cAMP response; Potency, µM (top dose mostly 154 µM), for inactives: top-dose activation, most hits filed as activators; actives 0.079% (n = 360,000); note: nearly all actives have a fitted effect of over 50% in size
#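 Fluorescence exchange assay: 100 nM EPAC2 with 250 nM RAP1B-BODIPY-GDP and 50 uM GDP; compounds tested as a concentration-titration series (qHTS). Loss of Rap1-bound BODIPY-GDP fluorescence read at 480/540 nm; data normalized to 6.5 mM cAMP.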
# * hit, by the source's call; i = inactive; ? = inconclusive; . = not tested or not shown; & = joins results of further samples; [ ] = dose if it differs, or a comment. Calls come from the whole dose curve; as a rule, active = well fitted curve in the direction sought with a large enough effect; inconclusive = small, poorly fitted or top-dose-only effect, or another doubt; inactive = no such curve, though single readings can be large; an effect the other way counts as inactive or inconclusive. Potency is the fitted concentration of half-maximal effect. Some of the compounds tested; count on the stated rates, not on these rows.
SMILES,aSyn yeast inh,PTHR1 ag,TDP-43 yeast inh,EPAC1 agonist,FUS yeast rescue,EPAC2 antagonist,EPAC1 antagonist,EPAC2 ag
CC(Oc1ccccc1)C(=O)N1CCN(c2ncccn2)CC1 (centres undefined),-1%,i,19%,13%,-25%,4%,1%,10%
O=C(Nc1cc(Cl)ccc1O)C1CC(c2ccccc2O)=NO1 (centres undefined),6%,17%,0%,2%,22%,-9%,-9%,28%
COc1ccccc1NS(=O)(=O)c1cc(NC(=O)c2ccc(Cl)nc2)ccc1Cl,4%,-2%,-18%,0%,26%,-1%,-10%,10%
O=C(CSc1ccc(Br)cc1)NC1CCS(=O)(=O)C1 (centres undefined),-8%,3%,-3%,3%,2%,-1%,-13%,15%
O=C(NC(NC(=S)Nc1c(Cl)cccc1Cl)C(Cl)(Cl)Cl)OCc1ccccc1 (centres undefined),5%,-35%[inhibitor],0%,4%,.,0%,-12%,14%
CCOc1ccccc1N1CCN(C(=O)c2c(Cl)cnn2C)CC1,10%,-14%,25%,-8%,-5%,10%,13%,0%
Cc1ccn2c(C(=O)N/N=C\c3cccs3)c(C)nc2c1,-3%,i,-18%,-3%,22%,12%,0%,-6%
CC(=O)NC(C)(c1ccccc1)c1nc(-c2cccc(F)c2)cs1 (centres undefined),?,1%,13%,-10%,8%,-15%,-8%,8%
CCn1cc(Cl)c(C(=O)Nc2ccc3c(c2)OCCO3)n1,0%,-26%,22%,11%,1%,-4%,4%,-6%
COc1ccc(NC(=O)C2CCN(S(=O)(=O)c3ccc4c(c3)CCCC(=O)N4)CC2)c(OC)c1,-3%,i,9%,.,-2%,.,.,.
Cc1ccc(S(=O)(=O)N2CCOCC2)c(C)c1-n1cnnn1,-2%,i,-14%,3%,-10%,-1%,4%,10%
COc1cccc(/C=N/NC(=O)NC2CCCCC2)c1O,1%,-5%,4%,-5%,0%,-4%,-11%,-6%
CCC(=O)Nc1nnc(SCC(=O)NCc2ccc3c(c2)OCO3)s1,-1%,-50%[inhibitor],?,-2%,.,7%,-14%,8%
CC1CCN(C(=O)CCNS(=O)(=O)c2ccc3c(c2)oc(=O)n3C)CC1,-3%,i,7%,-5%,1%,0%,-5%,1%
CCC(C)N1CCN(S(=O)(=O)c2ccc3ccccc3c2)CC1 (centres undefined),2%,i,-11%,-8%,13%,-12%,-12%,11%
CC(C)c1ccccc1NC1=CC(=O)CC(C)(C)C1,1%,i,13%,-3%,.,7%,6%,3%
Cc1ccc(NC(=O)c2ccc(NCCCN3CCC(C)CC3)c([N+](=O)[O-])c2)cc1F,0%,i,-3%,5%,28%,-7%,-1%,6%
Cc1ccc(S(=O)(=O)N2CCOCC2)cc1NC(=O)c1cccc(S(=O)(=O)N2CCCC2)c1,0%,i,20%,8%,-4%,1%,1%,7%
CCOC(=O)C1(Cc2ccc(OC)cc2)CCN(C(=O)CCn2cccn2)CC1,0%,-35%[inhibitor],-17%,4%,9%,2%,-22%,13%
COc1ccc(NC(=O)N(C)C[C@@H]2Oc3cc(C#CCN(C)C)ccc3S(=O)(=O)N([C@H](C)CO)C[C@H]2C)cc1,-2%,-14%,20%,8%,-2%,-5%,-19%,9%
c1ccc(C2(CN3CCNC[C@@H]3CC3CCCCC3)CC2)cc1,1%,-14%,-7%,1%,-4%,-2%,-18%,1%
COc1ccc(CNc2nc(NCc3ccc(OC)cc3)n(C(=O)c3ccncc3)n2)cc1,0%,-14%,16%,14%,9%,-4%,-21%,14%
O=S(=O)(Nc1ccccc1C(F)(F)F)c1ccc(-c2ccccn2)s1,-5%,-14%,?,-1%,26%,?,?,-1%
COC(=O)C[C@@H]1CC[C@H](NC(=O)c2cnccn2)[C@@H](CO)O1,-1%,-19%,37%,-1%,-8%,-18%,1%,2%
COc1cc2c(cc1OC)CN(C(=O)CSc1nc3[nH]ncc3c(=O)n1-c1ccccc1)CC2,0%,-9%,24%,4%,36%,-7%,-1%,2%

# Part of the list above, set out differently:
canonical_smiles | aSyn yeast inh | PTHR1 ag | TDP-43 yeast inh | EPAC1 agonist | FUS yeast rescue | EPAC2 antagonist | EPAC1 antagonist | EPAC2 ag
O=C(NC(NC(=S)Nc1c(Cl)cccc1Cl)C(Cl)(Cl)Cl)OCc1ccccc1 (centres undefined) | 5% | -35%[inhibitor] | 0% | 4% | . | 0% | -12% | 14%
CCOc1ccccc1N1CCN(C(=O)c2c(Cl)cnn2C)CC1 | 10% | -14% | 25% | -8% | -5% | 10% | 13% | 0%
Cc1ccn2c(C(=O)N/N=C\c3cccs3)c(C)nc2c1 | -3% | i | -18% | -3% | 22% | 12% | 0% | -6%
CC(=O)NC(C)(c1ccccc1)c1nc(-c2cccc(F)c2)cs1 (centres undefined) | ? | 1% | 13% | -10% | 8% | -15% | -8% | 8%
CCn1cc(Cl)c(C(=O)Nc2ccc3c(c2)OCCO3)n1 | 0% | -26% | 22% | 11% | 1% | -4% | 4% | -6%

# Remaining list, next part.
SMILES,aSyn yeast inh,PTHR1 ag,TDP-43 yeast inh,EPAC1 agonist,FUS yeast rescue,EPAC2 antagonist,EPAC1 antagonist,EPAC2 ag
COc1ccc(/C=C(\NC(=O)c2ccco2)C(=O)NCCc2nc3ccccc3[nH]2)cc1,1%,-25%,13%,9%,5%,-5%,-4%,2%
C=C1CSc2nc(=O)c3c(C)c(C)sc3n21,-7%,-54%[inhibitor],23%,-1%,1%,-3%,-10%,2%
CCc1ccc(OCC(=O)NC(=S)Nc2ccc(Br)c(C)n2)cc1,-5%,-24%,11%,8%,-32%,0%,-2%,7%
CCOc1cc(N2CCOCC2)c(OCC)cc1NC(=O)CN1C(=O)N(C)C2(CCCCC2)C1=O,2%,-24%,16%,3%,11%,13%,5%,10%
CN1C(=O)Cc2cc(S(=O)(=O)N3CCN(c4cccc(C(F)(F)F)c4)CC3)ccc21,1%,-1%,0%&11%,-19%,?,3%,-5%,-5%
Cc1cccc(NS(=O)(=O)c2cccc([N+](=O)[O-])c2)n1,12%,i,-9%,7%,-32%,8%,-4%,7%
O=C1CCCCC1(O)Cc1ccc2c(c1)OCO2 (centres undefined),1%,i,3%,5%,-6%,4%,10%,8%
C=CCn1c(SCC(=O)c2[nH]c(C)c(C(C)=O)c2C)nnc1-c1ccncc1,-12%,i,-11%,-7%,7%,-11%,1%,-6%
CCc1c(C)nc2cc(C)[nH]n2c1=O,-4%,-23%[57.5 µM],14%,-4%,-46%[inhibitor],1%,3%,4%
CCCCn1c(N)c(N(CC)C(=O)c2cccc(S(=O)(=O)N3CCCc4ccccc43)c2)c(=O)[nH]c1=O,-7%,15%,-13%,-4%,8%,22%,-3%,9%
CCOC(=O)c1cccc(P(C)(C)=O)c1,-1%,i,-7%,13%,-12%,3%,3%,-7%
Cc1cc(Cl)n2c(nc3cc(F)c(F)cc32)c1C#N,-58%[inhibitor],-26%,?,-2%,?,8%,?,-2%
O=C1c2ccccc2C2(c3cc(C(F)(F)F)cc(C(F)(F)F)c3)NCCN12 (centres undefined),4%,i,-14%,-23%,12%,-21%,-20%,-10%
Cc1nn(CC(=O)N2CCc3ccccc3C2)c(C)c1Cl,0%,i,0%,-9%,-13%,11%,-2%,6%
COc1ccc2oc(C(=O)c3ccccc3)c(N)c2c1,1%,-6%[57.5 µM],?,2%,3%,-4%,-2%,2%
CC1(C)CC(=O)C2=C(C1)Nc1ccccc1NC2c1ccc(F)cc1 (centres undefined),-1%,-2%,.,-9%,27%,-3%,?,2%
CC(=O)N1CCc2c(sc(NC(=O)CCS(=O)(=O)c3ccccc3)c2C(N)=O)C1,-7%,?,14%,2%,-2%,-4%,0%,10%
O=C(N/N=C/c1cc2c(cc1[N+](=O)[O-])OCO2)c1ccc2c(c1)OCO2,1%,i,-10%,7%,2%,3%,10%,-5%
Cc1cc(OCc2nnc(SCC(=O)O)n2-c2ccccc2)ccc1Cl,0%,i,.,0%,12%,-7%,-9%,3%
Cn1c(C(=O)NCCN2CCN(Cc3ccccc3)CC2)cc2c(=O)n(C)c3ccccc3c21,-3%,-16%,-4%,-3%,-10%,-6%,?,-1%
CCCCOc1ccc(C2C(=O)N(C3CCCCC3)CC(=O)N2CC2CCCO2)cc1 (centres undefined),6%,-14%[57.5 µM],2%,3%,8.9µM*,-2%,5%,-1%
CCN(C(=O)CN1CCCc2cc(C)ccc21)c1c(N)n(Cc2ccccc2)c(=O)[nH]c1=O,5%,i,-11%,0%,12%,12%,?,4%
CCC(=O)NC(=S)Nc1ccc(NC(=O)c2cc3ccccc3o2)c(OC)c1,3%,-10%,-9%[9.22 µM],4%,-1%,-4%,1%,4%
CCn1cc(Cl)c(C(=O)NNC(=O)CCn2nc(C)c([N+](=O)[O-])c2C)n1,-6%,i,2%,-4%,-16%,11%,10%,-1%
CC1=C(C(=O)Nc2ccccc2C)C(c2cccnc2)n2nc(CCCO)nc2N1 (centres undefined),1%,-4%[57.5 µM],-5%,5%,-13%,0%,5%,12%
# Remaining list, next part
SMILES,aSyn yeast inh,PTHR1 ag,TDP-43 yeast inh,EPAC1 agonist,FUS yeast rescue,EPAC2 antagonist,EPAC1 antagonist,EPAC2 ag
Cn1c(OCc2cccnc2)nc2c1c(=O)n(Cc1ccc(Cl)cc1)c(=O)n2C,.,?,16%,-8%,17%,-11%,-2%,0%
Cc1nn(Cc2noc(C(=O)NCc3cccc(F)c3)n2)c(C)c1Br,2%,i,3%,.,2%,.,.,.
S=C(NCc1ccc(Cl)cc1Cl)NC1CCCCC1,-75%[inhibitor],-13%,-83%[inhibitor],15%,1%,17%,1%,8%
CCSc1cnnc2ccccc12,12%,i,-10%,8%,-25%,-3%,-2%,-1%
CCOc1ccc(Nc2sc(C(=O)c3ccc(F)cc3)c(N)c2S(=O)(=O)c2ccc(C)cc2)cc1,-3%,i,15%,.,-8%,.,.,.
Cc1cc(C)c2nc(N3CCCC(C(=O)N4CCN(c5ncccn5)CC4)C3)sc2c1 (centres undefined),7%,i,29%,0%,18%,-17%,-11%,15%
Brc1cccc(-c2nnc3sc(CNCc4ccco4)cn23)c1,1%,i,11%,-4%,10%,-6%,-3%,16%
Cc1cccc(C(=O)Oc2coc(CSc3nnc(NC(=O)C4CC4)s3)cc2=O)c1,4%,-23%,10%,-4%,20%,3%,-8%,-1%
CC(C)[C@H](CN1CCC[C@H]1CN1C(N)=NC[C@@H]1Cc1ccccc1)N1C[C@@H](Cc2ccccc2)N(CCc2ccc(Cl)c(Cl)c2)C1=N,-51%[inhibitor],-2%,6%,-17%,27%,10%,-19%,1%
N#Cc1ccccc1OCC(=O)OCC(=O)c1ccc2c(c1)NC(=O)CO2,5%,i,1%,1%,17%,-2%,-7%,4%

# Screening results as filed in PubChem BioAssay.
